# Screens deposited in PubChem BioAssay by The Scripps Research Institute Molecular Screening Center.
# MBD2 DNA inh – MBD2-methylated oligo binding inhibition. Q9UBB5. TR-FRET, MBD2 binding to methylated oligonucleotide. inhibition, % at 4.4 µM. 370,000 tested, 0.31% active. AID 686964; in the data active = inhibition above about 13%
# ADAM17 inh – inhibits human ADAM17. inhibition, % at 6.95 µM. P78536. recombinant ADAM17, EDANS/DABCYL FRET peptide cleavage. AID 720648. 370,000 tested, 0.83% active;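 active = inhibition above the mean of compounds lying between control limits plus 3 SD, set per campaign, cut at about 8.5% in these data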;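 note: 0% = DMSO-only wells as the low control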
# UHRF1 binding – human UHRF1 methylated DNA binding inhibitors; inhibition, % at 4.4 µM; UHRF1 binding to methylated oligo, TR-FRET; 370,000 tested, 0.75% active; Q96T88; in the data active = inhibition above about 21%;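 note: UHRF1 SRA domain binding a hemimethylated CpG hairpin DNA probe; 0% = median of test compound wells and 100% = reference inhibitor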
# ARFGAP1 inh – rat ARFGAP1 inhibition | Q62848 | Arfgap1-stimulated ARF1 GTP hydrolysis, GDP FP detection | inhibition, % at 16.5 µM | 360,000 tested, 0.26% active;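 active = inhibition above a per-plate limit, mean inhibition of low control wells plus 3 SD, cut at about 25% in these data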;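 note: 0% = DMSO wells with enzyme and 100% = wells lacking Arfgap1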
#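 System: truncated rat Arfgap1 GAP domain / Benchmarks: high control wells lacking Arfgap1, low control full reaction with DMSO / Times: compound-enzyme preincubation 20 min, reaction 120 min, detection 60 min, 25 °C / Repeats: one replicate per compound / Also added: human ARF1(Δ1-17)-GTP substrate / Measured by: Tracer-displacement fluorescence polarization with EDTA stop, 620/688 nm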
# ASAP1 inh – blocks human ASAP1-stimulated Arf1 GTP hydrolysis. AID 624377. GDP FP detection. Q9ULH1. inhibition, % at 16.5 µM. 360,000 tested, 0.19% active; in the data active = inhibition above about 25%;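 note: 0% = vehicle with enzyme and substrate and 100% = no enzyme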
# Tn7 DDE FP – DD(E)-Tn7 binding inhibition, primary FP screen. P02675. FP displacement of FITC-Tn7 peptide from fibrin DD(E); 0% = median of compound wells per plate. inhibition, % at 8.3 µM. 370,000 tested, 0.13% active. AID 720508;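 active = inhibition above the mean of compounds falling within the control limits plus 3 SD of them, cut at about 14% in these data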;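 note: 0% = plate median of compound wells and 100% = 10 µM Aha-Tn7 peptide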
#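 Assay system: Fibrin-DD(E) protein isolated from polymerized human fibrin clots; read-out basis: percent inhibition; medium: Tris/NaCl/CaCl2 buffer, pH 7.8; signal: FP measurement; incubation: 10 min plus 3 h, room temperature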
# PLCb3 inh – blocks human PLC-beta3 enzyme activity | Q01970 | Purified PLC-beta3, fluorogenic substrate, fluorescence | inhibition, % at 12.2 µM | 370,000 tested, 0.18% active | AID 720704; in the data active = inhibition above about 11%;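 note: 0% = median of compound wells on plate and 100% = full blocker control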
# Target sequence (Q01970 whole entry, looked up): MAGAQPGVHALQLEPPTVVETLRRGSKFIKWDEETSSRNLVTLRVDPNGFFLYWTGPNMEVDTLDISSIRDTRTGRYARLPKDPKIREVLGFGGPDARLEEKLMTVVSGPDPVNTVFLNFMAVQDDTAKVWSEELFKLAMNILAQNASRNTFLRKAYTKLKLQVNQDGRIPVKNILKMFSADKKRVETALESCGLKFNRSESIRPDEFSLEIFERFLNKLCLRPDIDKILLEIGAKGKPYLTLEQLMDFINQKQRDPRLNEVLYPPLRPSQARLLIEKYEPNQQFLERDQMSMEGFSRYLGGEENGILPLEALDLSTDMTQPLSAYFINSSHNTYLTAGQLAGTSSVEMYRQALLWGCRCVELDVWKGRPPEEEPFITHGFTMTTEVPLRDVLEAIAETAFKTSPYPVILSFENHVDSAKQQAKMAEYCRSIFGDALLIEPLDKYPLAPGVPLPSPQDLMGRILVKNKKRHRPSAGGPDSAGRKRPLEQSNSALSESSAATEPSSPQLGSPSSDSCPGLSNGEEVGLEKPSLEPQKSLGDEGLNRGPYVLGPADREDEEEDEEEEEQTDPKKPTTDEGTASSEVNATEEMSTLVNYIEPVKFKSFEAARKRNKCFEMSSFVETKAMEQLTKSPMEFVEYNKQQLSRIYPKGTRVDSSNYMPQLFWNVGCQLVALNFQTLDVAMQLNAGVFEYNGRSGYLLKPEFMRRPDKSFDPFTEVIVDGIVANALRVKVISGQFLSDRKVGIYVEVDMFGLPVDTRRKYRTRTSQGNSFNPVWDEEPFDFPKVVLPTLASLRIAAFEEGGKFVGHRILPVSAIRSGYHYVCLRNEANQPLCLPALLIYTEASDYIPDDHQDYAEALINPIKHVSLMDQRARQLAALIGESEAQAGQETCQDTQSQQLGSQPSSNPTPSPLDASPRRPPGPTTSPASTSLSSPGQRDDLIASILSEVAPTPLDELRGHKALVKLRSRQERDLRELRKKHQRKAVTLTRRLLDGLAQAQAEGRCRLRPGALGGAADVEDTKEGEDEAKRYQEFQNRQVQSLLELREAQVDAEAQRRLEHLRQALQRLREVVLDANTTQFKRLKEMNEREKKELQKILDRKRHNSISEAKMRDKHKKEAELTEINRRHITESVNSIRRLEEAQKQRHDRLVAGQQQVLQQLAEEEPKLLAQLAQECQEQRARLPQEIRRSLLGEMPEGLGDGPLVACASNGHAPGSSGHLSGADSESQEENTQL
# KLK7 zymogen act – activators of human kallikrein-7 zymogen; activation, % at 7 µM; AID 652039; P49862; 370,000 tested, 0.9% active; purified proKLK7, EDANS-DABCYL substrate fluorescence; 100% is mature enzyme control, 0% vehicle;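 active = activation above the mean of all tested compounds plus 3 SD, computed per campaign excluding outliers beyond control limits, cut at about 13% in these data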
# DDE Tn6 FP inh – DD(E)-Tn6 binding inhibition, primary FP screen. inhibition, % at 8.3 µM. Fibrin DD(E) TRITC-Tn6 fluorescence polarization displacement. P02675. AID 720509. 370,000 tested, 0.21% active;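 active = inhibition above a per-campaign cutoff: mean of compounds within control limits plus 3 SD, cut at about 15% in these data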;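 note: 0% = median of all compound wells on the plate and 100% = blocking peptide control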
# PLCg1 inh – inhibitors of human phospholipase C gamma1 | P19174 | purified PLC-gamma1, fluorogenic substrate, fluorescence | inhibition, % at 12.2 µM | 370,000 tested, 0.84% active | AID 720700; in the data active = inhibition above about 9.5%
# * marks the source's active call; other numbers are inactive results.
SMILES,MBD2 DNA inh,ADAM17 inh,UHRF1 binding,ARFGAP1 inh,ASAP1 inh,Tn7 DDE FP,PLCb3 inh,KLK7 zymogen act,DDE Tn6 FP inh,PLCg1 inh
Cc1ccc2ccccc2c1COC(=O)c1nonc1N,0.7,-1.9,-0.1,12.4,1.1,-2.1,-2.7,0.2,2.8,-1.0
N#CC1(Nc2ccc3ccccc3c2)CCCC1,-6.8,-18.1,-8.7,0.9,0.1,-3.5,-40.3,-0.6,-9.0,-28.3
FC(F)(F)c1nc2nncn2c2c1CCCCC2,2.4,-59.7,-2.5,-0.5,5.0,-1.1,-82.0,4.3,8.0,-64.2
CC(C)NC[C@H](O)COc1ccc(CC(N)=O)cc1,9.8,-2.4,6.9,-0.2,-4.1,4.8,-1.0,-0.1,-4.6,1.5
O=C(NCc1ccco1)C1CCN(S(=O)(=O)c2ccc(-n3cnnn3)cc2)CC1,1.0,1.3,9.1,13.2,5.7,0.1,0.7,0.0,-13.0,2.7
O=C1NC[C@@H](CCCCN2C[C@H](Cc3ccccc3)N(CCC3CCCCC3)C(=O)C2=O)N(Cc2ccccc2)C1=O,-1.7,-1.2,0.0,-9.1,-3.1,0.7,-0.1,-0.3,4.7,-1.2
COc1cc2c(cc1OC)CN(Cc1cc(OC)c(O)c(OC)c1)CC2,-4.6,-2.5,2.5,12.2,2.7,-7.8,-13.8,2.0,-2.5,-7.3
COC(=O)[C@@]1(Sc2ccc(C)cc2)CC(=O)N(c2ccc3c(ccn3C)c2)[C@@H]1c1ccccc1,-4.5,3.8,-0.9,13.4,9.4,-1.4,-6.3,-0.5,3.8,-0.8
Cc1ccc(Cc2c(C3CCCCC3)nc3ccc(Cl)cn23)cc1,5.1,-10.2,19.6,1.1,-2.0,-4.4,-12.6,1.5,0.4,-8.1
Cc1ccc(/C=C2/CCc3c([nH]c4ccccc34)C2=O)cc1,-2.9,-3.4,-2.6,0.0,-7.2,2.7,-162.9,-1.2,-2.8,-135.8
O=C(CN1C(=O)NC(c2ccccc2)(c2ccccc2)C1=O)NCc1ccccc1,-3.5,6.0,-1.1,-8.6,13.2,0.6,-1.9,0.8,6.0,2.3
COc1ccc(NC(=O)/C(C#N)=C/c2cccnc2)c(OC)c1,-1.8,-3.8,0.3,9.1,-0.8,-0.9,-5.7,0.0,8.5,-1.8
O=C(CC1Sc2ccccc2NC1=O)NCc1cccc(Cl)c1 (configuration not stated),6.3,-1.5,-1.1,0.4,-7.7,-1.4,-3.3,0.1,-8.2,0.9
CC(C)(C)NC(=O)c1ccc(Sc2ccccc2)c([N+](=O)[O-])c1,2.5,-2.1,3.5,2.5,-13.5,0.1,-0.3,-0.3,-0.4,-1.0
CCOc1ccc(NC(=O)NC2(C(=O)NCc3ccco3)CCCCC2)cc1,0.1,-2.0,-0.6,3.5,-1.4,-2.4,-7.9,0.6,6.5,0.4
CC(=O)N1N=C(c2ccccc2O)CC1c1cccs1 (configuration not stated),1.0,-18.0,0.1,-3.2,-1.2,0.6,-48.0,-12.2,5.4,-28.8
O=C(COC(=O)C1CCN(c2ccc(C(F)(F)F)cn2)CC1)NCc1ccccc1,-6.1,1.4,3.4,-2.4,-1.6,-1.6,-3.5,-0.4,-1.7,3.8
CCCN1CCN(C(=O)c2ccc3nc(CC)c(CC)nc3c2)CC1,-0.9,-2.1,-0.8,-4.3,-4.7,-1.1,-7.7,-0.7,1.8,-0.4
O=C(/C=C/c1ccccc1)NCCSc1ccc(Cl)cc1,0.5,-1.3,-0.8,4.5,10.8,-1.0,-3.2,0.7,-1.0,-3.3
CC(OC(=O)c1cc[n+]([O-])cc1)C(=O)Nc1ccc(C(N)=O)cc1 (configuration not stated),3.4,0.0,-2.7,14.5,3.5,0.3,-0.4,-1.2,2.6,3.9
CC1CCCCC12NC(=S)N(c1ccccc1)N2 (configuration not stated),1.8,3.1,2.2,11.2,12.8,-5.8,-5.8,1.3,-4.8,3.8
Cc1ccccc1-c1nc(NC(C)C)nc2ccsc12,-1.6,-184.3,1.6,1.3,5.9,3.1,-163.7,-0.4,-0.2,-134.8
CC(c1ccccc1F)n1cc(C(=O)NCCCc2nc3ccccc3[nH]2)nn1 (configuration not stated),3.9,-5.5,10.7,3.5,1.5,-0.1,-3.0,-0.6,11.8,-1.2
CCCCC(=O)NCCc1ccc(S(N)(=O)=O)cc1,-0.8,-0.5,1.3,-0.1,3.1,-2.9,6.3,-0.7,4.8,5.7
COc1ccc(CNC(=O)c2csc3c2CCCC3)cc1,4.6,0.8,-2.4,11.4,-12.3,-2.1,-1.7,0.4,-6.4,2.7
O=C(COC(=O)C1CCN(C(=O)c2ccc(Cl)cc2)CC1)Nc1ccccc1F,7.6,-0.5,0.8,-3.7,0.0,-0.4,-10.0,-0.1,0.1,-0.1
O=C(Nc1ccc2c(c1)OCO2)c1ccc(N2CCCC2)c([N+](=O)[O-])c1,-1.7,6.3,-5.6,-16.2,5.3,-5.8,2.1,0.6,8.9,2.1
O=C1c2ccccc2C(=O)c2c1cccc2-n1nnc2ccccc21,-2.1,-4.5,0.5,-11.8,-12.7,2.5,-2.7,-0.2,0.5,-1.4
CC/C(C)=N/Nc1nc2sc3c(c2c(=O)[nH]1)CC(C)(C)OC3,1.4,-90.9,-0.5,-1.3,-4.6,-0.9,-232.7,-26.6,3.4,-189.7
CC(=O)c1cccc(CN2CCN(CC(C)C)C(CCO)C2)c1 (configuration not stated),2.6,-4.1,1.7,6.6,6.5,5.3,2.7,-0.6,6.4,0.3

# Gathered by group: the compounds so far with an aryl methoxy group (three)
SMILES,MBD2 DNA inh,ADAM17 inh,UHRF1 binding,ARFGAP1 inh,ASAP1 inh,Tn7 DDE FP,PLCb3 inh,KLK7 zymogen act,DDE Tn6 FP inh,PLCg1 inh
COc1cc2c(cc1OC)CN(Cc1cc(OC)c(O)c(OC)c1)CC2,-4.6,-2.5,2.5,12.2,2.7,-7.8,-13.8,2.0,-2.5,-7.3
COc1ccc(NC(=O)/C(C#N)=C/c2cccnc2)c(OC)c1,-1.8,-3.8,0.3,9.1,-0.8,-0.9,-5.7,0.0,8.5,-1.8
COc1ccc(CNC(=O)c2csc3c2CCCC3)cc1,4.6,0.8,-2.4,11.4,-12.3,-2.1,-1.7,0.4,-6.4,2.7

# (listing goes on)
SMILES,MBD2 DNA inh,ADAM17 inh,UHRF1 binding,ARFGAP1 inh,ASAP1 inh,Tn7 DDE FP,PLCb3 inh,KLK7 zymogen act,DDE Tn6 FP inh,PLCg1 inh
O=c1cc(CO)oc(CN2CCCC2)c1O,-0.6,1.2,-3.8,-20.9,-2.4,2.2,-6.0,0.2,9.9,-4.8
CCCCNC(=O)[C@@](CC)(ONc1ccccc1C(F)(F)F)c1cccc2ccccc12,-1.9,-3.8,2.5,-8.1,-1.4,-8.8,-5.5,-0.5,-11.8,-5.6
O=C(CC1C(=O)NCCN1C/C=C/c1ccccc1)NCCc1cccnc1 (configuration not stated),-0.9,-2.7,-2.2,-0.2,2.4,-2.7,1.3,0.0,3.1,-2.0
CN(CC(=O)Nc1ccccc1Cl)C(=O)CCNC(=O)Nc1ccccc1,0.8,-0.8,-1.3,6.9,0.0,-1.5,2.6,0.3,0.1,2.9
COc1cc(C2/C(=C(\O)c3ccc4c(c3)CC(C)O4)C(=O)C(=O)N2CCN2CCOCC2)cc(OC)c1OC (configuration not stated),-2.4,-2.3,-2.3,5.6,-2.6,4.7,-11.4,1.2,2.5,-5.8
Cc1ccc(N=C2NC(=O)/C(=C/C=C/c3ccco3)S2)cc1,0.7,-3.7,5.5,-1.4,15.1,-6.1,-34.0,-0.5,-7.4,-21.3
CCOc1ccc(N(C(=O)CNC(=O)c2ccco2)C(C(=O)NC2CCCC2)c2ccncc2)cc1 (configuration not stated),-1.0,4.2,4.4,-5.8,-2.1,-8.5,2.3,-0.4,-3.2,8.3
O=c1c2ccsc2ncn1Cc1cccc(C(F)(F)F)c1,-1.9,-2.0,2.6,0.5,7.2,6.1,1.2,0.1,8.1,3.9
CC(C(=O)NC(C)(C)C)n1c(-c2ccc3c(c2)OCO3)nc2ccccc21 (configuration not stated),2.2,-7.4,1.9,-1.1,10.8,3.4,-4.9,0.4,2.2,-1.0
COc1ccc(/C=C/C(=O)NC(=S)NN2CCCCC2c2cccnc2)cc1OC (configuration not stated),-2.7,-8.9,0.0,2.3,-4.6,-5.8,-37.5,-1.8,5.3,-38.5
CC(Oc1ccc2c3c(c(=O)oc2c1)CCCC3)C(=O)NCC1CCC(C(=O)O)CC1 (configuration not stated),-4.7,-76.3,-1.7,4.5,4.0,-8.6,-34.7,0.0,-0.8,-19.5
Nc1ccc(Cl)cc1C(=O)c1ccc[nH]1,2.1,-3.2,-1.5,3.9,-3.8,7.8,-33.7,0.5,-11.7,-25.1
COCCNC(=O)c1ccc(N2CC3CC(C2)c2cccc(=O)n2C3)c(NC(=O)c2cc(OC)cc(OC)c2)c1 (configuration not stated),4.8,-7.2,1.2,2.1,-8.0,-1.1,-6.6,-0.2,0.4,0.8
CCOP1(=O)OCC2OC(n3cnc4c(N)ncnc43)C(O)C2O1 (configuration not stated),-1.6,-3.2,3.7,1.1,-5.0,-0.1,0.9,0.1,-3.2,-1.6
COc1cccc(N=CC=C2OC(C)(C)C(C)(C)O2)c1,3.0,-49.1,1.8,5.0,-6.4,-0.3,-112.5,-4.1,1.1,-82.5

# Next section (2 carried over from the part before).
SMILES,MBD2 DNA inh,ADAM17 inh,UHRF1 binding,ARFGAP1 inh,ASAP1 inh,Tn7 DDE FP,PLCb3 inh,KLK7 zymogen act,DDE Tn6 FP inh,PLCg1 inh
CCOP1(=O)OCC2OC(n3cnc4c(N)ncnc43)C(O)C2O1 (configuration not stated),-1.6,-3.2,3.7,1.1,-5.0,-0.1,0.9,0.1,-3.2,-1.6
COc1cccc(N=CC=C2OC(C)(C)C(C)(C)O2)c1,3.0,-49.1,1.8,5.0,-6.4,-0.3,-112.5,-4.1,1.1,-82.5
CCCCCCSc1ccc([C@@H]2[C@@H]3C(=O)N(C)C(=O)[C@@H]3[C@]3(C(=O)OC)CCCCN23)cc1OC,3.5,1.4,15.2,5.4,3.7,-3.2,-38.3,0.1,-8.2,-29.5
CC1(C(=O)Nc2ccccc2)Cc2c(-c3cccc(C(N)=O)c3)ccnc2O1 (configuration not stated),-5.6,-0.2,-0.6,-2.0,-1.5,-10.3,4.1,-0.2,3.0,1.0
O=C(O)C1CSC2(CCN(Cc3ccccc3)CC2)N1 (configuration not stated),-7.5,-2.0,-3.5,-14.2,0.4,-1.3,1.3,0.6,-10.7,0.0
C[N+]12CCCCC1C(COC(=O)c1ccc3c(c1)OCO3)CCC2 (configuration not stated),-0.6,-2.6,-1.6,-0.2,-3.5,0.2,3.6,-0.8,-6.0,-0.5
CCOc1nc(-c2ccncc2)nc2ccccc12,1.9,-1.9,-3.4,5.5,0.1,-1.4,0.4,-0.5,2.0,-0.4
COc1ccc(C(=O)Nc2ccnn2C2CCN(C(=O)CCC(F)(F)F)CC2)cc1,0.2,-4.0,1.3,1.5,-6.2,3.2,6.8,0.2,0.8,3.2
CCCOc1ccc(N2C(=O)C3C4C=CC(CC4)C3C2=O)cc1 (configuration not stated),1.9,0.1,6.2,0.8,-1.6,5.1,7.3,0.9,9.6,6.9
